pCIP destab: compounds decreasing mouse p/CIP protein stability. Q05BA5. F442A p/CIP-EGFP cells, EGFP fluorescence, 16 h. decrease of EGFP signal, % at 10 µM. actives 0.01% (n = 290,000);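 active = EGFP signal decrease of at least 30% at 10 µM or well 3 SD below plate mean, unless failing retest; inactive = the rest, including hits failing retest or dose response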; also: some compounds called inactive have numbers as strong as hits; many of its hits are not listed in these tables
GPR7 antag: human neuropeptides B/W receptor 1 antagonism. P48145. inhibition, % at 4.4 µM. GPR7-expressing cells, fluorescence antagonist assay. AID 1861. actives 1.1% (n = 290,000); in the data active = inhibition above about 16%, passing the limit was not always enough;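 also: cells stimulated with the agonist NPW; 0% = agonist with vehicle and 100% = vehicle without agonist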
IDE act: IDE (human) activation, cell-based. P14735. HEK cells, FAbeta-B cleavage, fluorescence polarization; 0% vehicle, 100% cell-free pure enzyme wells. activation, % at 5.96 µM. actives 0.073% (n = 340,000). AID 493087;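 active = activation above the mean of all tested compounds plus 3 SD, set per screening campaign, cut at about 17% in these data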
Target sequence (P14735 whole entry, looked up): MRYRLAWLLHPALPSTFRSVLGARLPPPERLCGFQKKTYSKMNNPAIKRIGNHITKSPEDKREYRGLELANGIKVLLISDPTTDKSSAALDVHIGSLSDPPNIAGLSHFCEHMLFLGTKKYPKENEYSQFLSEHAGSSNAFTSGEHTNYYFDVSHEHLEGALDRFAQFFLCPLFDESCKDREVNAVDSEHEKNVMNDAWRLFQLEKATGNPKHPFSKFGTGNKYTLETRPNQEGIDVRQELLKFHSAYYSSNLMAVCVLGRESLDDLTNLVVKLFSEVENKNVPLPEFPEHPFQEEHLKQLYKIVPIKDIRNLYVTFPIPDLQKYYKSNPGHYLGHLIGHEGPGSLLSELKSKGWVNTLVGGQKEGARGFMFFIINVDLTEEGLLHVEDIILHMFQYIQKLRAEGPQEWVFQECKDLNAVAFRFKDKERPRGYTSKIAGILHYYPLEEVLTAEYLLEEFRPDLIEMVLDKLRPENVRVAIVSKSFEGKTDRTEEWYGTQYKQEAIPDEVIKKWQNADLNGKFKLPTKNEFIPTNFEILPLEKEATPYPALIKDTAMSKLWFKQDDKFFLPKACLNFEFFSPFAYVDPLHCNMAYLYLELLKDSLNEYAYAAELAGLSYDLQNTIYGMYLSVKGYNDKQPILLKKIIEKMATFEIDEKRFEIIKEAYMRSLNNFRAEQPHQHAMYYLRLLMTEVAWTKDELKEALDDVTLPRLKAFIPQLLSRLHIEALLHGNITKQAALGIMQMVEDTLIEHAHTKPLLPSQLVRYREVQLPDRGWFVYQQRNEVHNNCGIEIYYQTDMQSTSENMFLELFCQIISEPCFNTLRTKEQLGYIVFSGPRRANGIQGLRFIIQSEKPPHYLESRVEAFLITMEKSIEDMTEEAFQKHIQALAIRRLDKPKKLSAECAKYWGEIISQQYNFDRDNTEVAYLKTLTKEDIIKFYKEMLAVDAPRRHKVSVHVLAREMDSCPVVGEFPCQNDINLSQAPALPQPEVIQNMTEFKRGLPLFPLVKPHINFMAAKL
IMP-1 inh: blocks Pseudomonas aeruginosa IMP-1 metallo-beta-lactamase; inhibition, % at 5.6 µM; purified IMP-1, nitrocefin hydrolysis, epi-absorbance fluorescence; actives 0.45% (n = 290,000);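 active = inhibition above the mean plus 3 SD of all compounds in the same screening run, cut at about 4.5% in these data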;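 also: 0% = IMP-1 with DMSO and 100% = DMSO wells lacking enzyme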
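System: purified recombinant IMP-1 beta-lactamase. Medium: Zinc- and detergent-supplemented HEPES buffer, pH 7.1. Compound: one 5.6 µM dose […]. Schedule: 15 min preincubation plus 25 min reaction at 25 °C. Technique: Epi-absorbance fluorescence, 480 nm excitation, 530 nm emission.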
PHOSPHO1 inh: blocks human PHOSPHO1 phosphatase activity. recombinant PHOSPHO1, absorbance phosphatase assay. actives 1.1% (n = 290,000). inhibition, % at 13.3 µM. Q8TCT1; in the data active = inhibition above about 60%
NALP1 yeast inh: inhibitors of NALP1 inflammasome in yeast; actives 0.61% (n = 280,000); inhibition, % at 10 µM; S. cerevisiae NALP1/ASC/caspase-1 growth, X-gal OD620, 72 h; in the data active = inhibition mostly above about 24%, no sharp cut-off; inactive = mostly below about 32%; also: some compounds called inactive have numbers as strong as hits
IDE cell inh: inhibits human insulin-degrading enzyme in HEK cells | P14735 | actives 0.41% (n = 320,000) | inhibition, % at 5.59 µM | FAbetaB cleavage, fluorescence polarization;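 active = percent inhibition above the average of all tested compounds plus 3 SD, set per screening campaign, cut at about 16% in these data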;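 also: IDE supplied by intact live HEK cells; FP after avidin binding of uncleaved biotin substrate so inhibition keeps polarization high; 0% = DMSO wells and 100% = 60 µM reference IDE inhibitor Ii1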
PfM18AAP inh: PfM18AAP enzyme inhibition; recombinant PfM18AAP, H-Glu-NHMec fluorogenic cleavage; AID 1822; actives 1.2% (n = 290,000); inhibition, % at 7.35 µM;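 active = inhibition above the campaign mean inhibition over all tested compounds plus 3 SD, cut at about 28% in these data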;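 also: 0% = plate median of test compound wells and 100% = 2 mM ZnCl2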
VIM-2 inhibitor: blocks Pseudomonas aeruginosa VIM-2 metallo-beta-lactamase; actives 0.89% (n = 290,000); purified VIM-2, nitrocefin hydrolysis, epi-absorbance fluorescence; inhibition, % at 5.6 µM;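 active = inhibition above the mean of all tested compounds plus 3 SD, cutoff set per screening run, cut at about 7.5% in these data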;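 also: red hydrolysis product quenches plate fluorescence so inhibitors raise well fluorescence; 0% = enzyme with DMSO and 100% = DMSO without enzyme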
Active calls of the source: *; . = no result given.

#	Structure	pCIP destab	GPR7 antag	IDE act	IMP-1 inh	PHOSPHO1 inh
1	COCCCn1c(SCC(=O)Nc2ccc(NC(C)=O)cc2)nc2sc3c(c2c1=O)CCC3	-6	-10	2	-5.2	24
2	O=c1nc2c(O)cccn2c2c1c(=O)[nH]c1ccccc12	-5	-3	4	8.3*	-22
3	O=C(Nc1cccc(Cl)c1)c1ccc(OC(=S)N2CCOCC2)cc1	4	-3	4	-2.2	-11
4	Cc1ccc(COc2ccccc2C(=S)N2CCCC2)cc1	-14	8	-2	1.2	-127
5	COc1cc(SC#N)ccc1N=Cc1c(C)[nH]n(-c2ccc(C)cc2C)c1=O	-18	2	-2	-1.6	-2
6	CC(C)C(NC(=O)OCc1ccccc1)C(=O)N1CCOCCOCCOCC1 (stereo not drawn)	5	-5	3	-2.3	9
7	COc1ccc(NS(=O)(=O)c2ccc(NC(C)=O)cc2)c(OC)c1	-28	-4	3	-3.0	28
8	CCOC(=O)N1CCN(C(=O)Nc2ccc3oc(C)nc3c2)CC1	8	-7	2	-1.4	10
9	CCOc1ccc(-n2c(SCC(=O)NCc3ccco3)nc3ccccc3c2=O)cc1	-4	-5	0	-0.5	42
10	Cc1cccc2cc(C(c3nnnn3Cc3ccccc3)N3CCN(C)CC3)c(=O)[nH]c12 (stereo not drawn)	-3	3	3	-1.4	2
11	Cc1cc(C)c(NC(=O)CS(=O)CC(=O)N2CCN(c3cccc(C)c3C)CC2)c(C)c1 (stereo not drawn)	-7	-10	-7	-0.5	58
12	CCCCNC(=O)CSc1nc2ccc(N3CCOCC3)cc2c(=O)n1Cc1ccc(OC)cc1	0	-4	3	-3.7	-18
13	O=C(CSCc1ccccc1)NNc1c(F)c(F)cc(F)c1F	-12	20	-2	0.3	9
14	COC(=O)/C(C#N)=C/c1c(N2CCCCCC2)nc2c(C)cccn2c1=O	-4	-25	0	-2.3	14
15	O=C(CCn1c(=O)oc2ccccc21)Nc1cccc([N+](=O)[O-])c1	-7	-3	4	-4.1	32

#	NALP1 yeast inh	IDE cell inh	PfM18AAP inh	VIM-2 inhibitor
1	1	2	3	-0.7
2	16	.	13	5.3
3	26	7	-6	-2.2
4	9	2	28*	3.0
5	.	1	-2	-1.9
6	-4	-3	-8	1.7
7	8	1	-2	-2.8
8	6	-2	10	-0.8
9	-5	-8	7	1.0
10	12	13	4	-4.2
11	22	6	-2	0.9
12	0	.	9	-4.5
13	35	-1	9	0.2
14	9	.	1	1.5
15	5	3	-1	-0.9

Additional records:
#	Structure	pCIP destab	GPR7 antag	IDE act	IMP-1 inh	PHOSPHO1 inh
16	CCOc1ccc(NC(=O)NNC(=O)c2ccc3ccccc3c2O)cc1	-9	8	8	-0.6	-116
17	CCOC(=O)N1CCN(C(=O)CSc2ccc3nnc(-c4ccccn4)n3n2)CC1	1	-13	-1	-5.8	40
18	CN(C)S(=O)(=O)c1ccc(C(=O)NNC(=O)C2COc3ccccc3O2)cc1 (stereo not drawn)	-10	-4	-2	-0.8	30
19	Cc1cc(C)cc(N(CC(=O)N2CCC(C)CC2)S(=O)(=O)c2ccccc2)c1	-27	-3	5	-2.4	-3
20	CCS(=O)(=O)N1CCC(C(=O)OCC(=O)c2ccc(Br)cc2)CC1	.	-14	1	-0.8	.
21	O=C(c1ccccc1)c1ccc(OCC(O)CN2CCN(Cc3ccccc3)CC2)cc1 (stereo not drawn)	-14	-11	-5	-2.3	24
22	Cc1onc(-c2ccccc2Cl)c1C(=O)NCc1ccccc1	9	5	6	-3.4	-4
23	CC(NS(=O)(=O)c1ccc(Br)cc1)C(=O)NC1CCCCCC1 (stereo not drawn)	-1	-5	-3	-4.3	22
24	COc1ccccc1NC(=O)c1ccc2c(c1)C(=O)N(c1ccccc1OC)C2=O	3	2	1	-2.7	19
25	Cc1ccc(C)c(-c2csc(N/N=C/c3ccco3)n2)c1	9	-14	.	-1.5	9
26	CC1(C)Cc2ccccc2C(COc2ccccc2)=N1	-1	26*	1	-0.4	30
27	Cc1cc(C)c(C(=O)N(C)CC2CCCN(CCc3ccccc3F)C2)o1 (stereo not drawn)	9	-15	-2	-1.5	33
28	CCC(=O)Nc1ccc(OCc2nnc3c4ccccc4c(C)nn23)cc1	0	2	1	1.6	-8
29	CCCc1cc(C(=O)Nc2ccc(CC)cc2)no1	1	-10	-3	-3.0	8
30	O=C(O)c1ccc(-c2ccc(/C=c3/sc4nc5ccccc5n4c3=O)o2)cc1Cl	-20	-1	-1	-1.8	31

#	NALP1 yeast inh	IDE cell inh	PfM18AAP inh	VIM-2 inhibitor
16	-2	-2	24	-0.1
17	-24	0	-4	-2.7
18	6	5	6	0.8
19	23	9	-1	0.2
20	.	0	-16	-2.4
21	29	6	2	-2.0
22	23	8	-3	-6.5
23	0	.	-1	-3.0
24	-6	2	2	0.2
25	4	3	2	-0.7
26	14	.	1	1.6
27	9	-3	-6	-0.2
28	-6	6	-10	5.7
29	23	0	-6	0.8
30	3	4	18	4.8

(next part)
#	Structure	pCIP destab	GPR7 antag	IDE act	IMP-1 inh	PHOSPHO1 inh
31	CC(=O)N(CCc1ccccc1)Cc1cc2ccc(C)c(C)c2[nH]c1=O	17	21	-1	0.5	25
32	C[N+](C)(C)CCNC(=O)c1c(O)c2c([nH]c1=O)CCCC2	6	-4	3	-2.6	45
33	C/C(CS(=O)(=O)c1ccc(Cl)c(Cl)c1)=N/NC(N)=S	-14	-3	9	-4.5	10
34	NNC(=O)c1sc2cc(C(F)(F)F)cnc2c1-c1ccccn1	-4	-20	.	-3.1	24
35	CC(=O)Nc1c(NC(C)(C)C)c2ccccc2oc1=O	0	-4	0	-2.3	10
36	COc1ccc(C(=O)NC2(C(F)(F)F)N=C3SCCN3C2=O)cc1 (stereo not drawn)	-5	0	-1	-0.5	11
37	CC1CCN(C(=O)CSc2nc3[nH]ncc3c(=O)[nH]2)CC1	4	-10	-1	0.5	18
38	O=C(Nc1cc2c(ccc3ccccc32)oc1=O)C1CCCCC1	-12	-18	-3	-1.4	-8
39	CCn1c(C(=O)NC2CCC(C)CC2)cc2sccc21 (stereo not drawn)	-2	-11	-1	-3.3	22
40	Cn1c(SCC(=O)N2CCCc3ccccc32)nnc1-c1ccccc1	-4	-12	3	-3.1	-4
41	CC1CC(C)CN(C(=O)CCC(=O)Nc2nnc(C(C)C)s2)C1 (stereo not drawn)	1	-3	10	-1.6	-9
42	Cc1ccsc1/C=N\NC(=O)CC(=O)NCc1ccccc1	-37	-10	-5	-1.6	13
43	CC(C)(C)c1ccc(C(=O)O)c(C(=O)c2ccccc2)c1	-12	-16	1	-1.2	27
44	Cc1cc(Br)ccc1NC(=O)C1CCN(S(=O)(=O)c2cnc[nH]2)CC1	0	-14	2	-4.5	56
45	COc1cc(OC)cc(-c2n[nH]c(=S)n2-c2ccc3c(c2)OCCO3)c1	2	-7	2	-4.7	30

#	NALP1 yeast inh	IDE cell inh	PfM18AAP inh	VIM-2 inhibitor
31	4	2	-12	-0.1
32	25	3	0	-0.6
33	2	3	14	-4.8
34	-5	-4	3	-3.3
35	8	0	9	-3.5
36	0	-1	-7	-0.4
37	19	1	33*	3.1
38	32	-5	-4	-0.8
39	12	4	1	-2.9
40	16	0	6	-2.7
41	-12	-1	-1	-1.9
42	5	7	4	-0.2
43	10	-4	-1	-2.1
44	13	3	13	-3.4
45	10	6	1	8.1*

(list continues)
#	Structure	pCIP destab	GPR7 antag	IDE act	IMP-1 inh	PHOSPHO1 inh
46	COCCN(C(=O)C(F)(F)F)C(C(=O)NC1CCCCC1)c1ccco1 (stereo not drawn)	-10	-6	8	-0.7	25
47	CCOC(=O)Nc1ccc2c(c1)N(C(=O)CCCl)c1ccccc1[S@]2=O	-2	-7	-2	-1.9	30
48	Cc1ccc(COc2coc(CO)cc2=O)cc1	-7	6	2	-2.9	46
49	Cc1ccc2c(c1)NC(=O)C(CC(=O)Nc1ccc(CN3CCC(C)CC3)cc1)O2 (stereo not drawn)	-6	-11	6	-3.3	15
50	CCOc1ccc(N(CC(=O)NCCSc2ccccn2)S(=O)(=O)c2ccc(Cl)cc2)cc1	-38	-20	0	-2.4	17
51	CC(C)CC(=O)NC(=S)NCc1ccccc1	-4	-9	8	-2.4	-36
52	CC(C)C(=O)NC(=S)Nc1ccc(S(=O)(=O)NC(C)(C)C)cc1	-20	19	2	-1.3	-15
53	CCN(CC)S(=O)(=O)c1cc(NC(=O)c2ccc(Br)s2)ccc1C	-3	-19	5	-2.5	15
54	COc1cc(Cl)ccc1OCc1cc(C(=O)NCCCN2CCCC2=O)no1	1	-4	-2	-1.9	29
55	CC(O)CN1CCN(C(=O)CN2C(=O)NC(c3ccccc3)(c3ccccc3)C2=O)CC1 (stereo not drawn)	1	-10	-4	-1.1	44

#	NALP1 yeast inh	IDE cell inh	PfM18AAP inh	VIM-2 inhibitor
46	8	1	-1	-0.8
47	9	-5	-15	-2.1
48	-4	1	3	-6.7
49	9	2	3	-0.6
50	10	8	5	-3.5
51	30	1	-1	-4.4
52	19	3	10	-1.8
53	16	1	-2	-1.6
54	16	6	-4	-0.2
55	2	0	0	-1.6

Reprinted: compounds 54–55
#	Structure	pCIP destab	GPR7 antag	IDE act	IMP-1 inh	PHOSPHO1 inh
54	COc1cc(Cl)ccc1OCc1cc(C(=O)NCCCN2CCCC2=O)no1	1	-4	-2	-1.9	29
55	CC(O)CN1CCN(C(=O)CN2C(=O)NC(c3ccccc3)(c3ccccc3)C2=O)CC1 (stereo not drawn)	1	-10	-4	-1.1	44

#	NALP1 yeast inh	IDE cell inh	PfM18AAP inh	VIM-2 inhibitor
54	16	6	-4	-0.2
55	2	0	0	-1.6

Pulled by compound from above (five):
#	Structure	pCIP destab	GPR7 antag	IDE act	IMP-1 inh	PHOSPHO1 inh
48	Cc1ccc(COc2coc(CO)cc2=O)cc1	-7	6	2	-2.9	46
50	CCOc1ccc(N(CC(=O)NCCSc2ccccn2)S(=O)(=O)c2ccc(Cl)cc2)cc1	-38	-20	0	-2.4	17
55	CC(O)CN1CCN(C(=O)CN2C(=O)NC(c3ccccc3)(c3ccccc3)C2=O)CC1 (stereo not drawn)	1	-10	-4	-1.1	44
51	CC(C)CC(=O)NC(=S)NCc1ccccc1	-4	-9	8	-2.4	-36
53	CCN(CC)S(=O)(=O)c1cc(NC(=O)c2ccc(Br)s2)ccc1C	-3	-19	5	-2.5	15

#	NALP1 yeast inh	IDE cell inh	PfM18AAP inh	VIM-2 inhibitor
48	-4	1	3	-6.7
50	10	8	5	-3.5
55	2	0	0	-1.6
51	30	1	-1	-4.4
53	16	1	-2	-1.6

Screens deposited in PubChem BioAssay by several laboratories.
